# Screening results as filed in PubChem BioAssay.
# Vif-APOBEC3F blk = blocks the Vif interaction with APOBEC3F; HeLa A3F-eYFP + Vif (tagged APOBEC3F with the HIV-1 protein that degrades it), YFP fluorescence increase; Potency, µM (titrated, usually from 46.1 µM), without a hit: at the top dose activity, negative = active; actives 0.2% (n = 390,000); note: potency is the fitted concentration of half-maximal effect; % of control where 0% means no effect; nearly all actives have a fitted effect of over 65% in size
#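 HeLa cells stably expressing Vif plus C-terminally eYFP-tagged A3F were seeded, incubated overnight at 37 deg C, dosed with compound, incubated overnight again at 37 deg C. Yellow fluorescence (Ex 488/Em 500-530) reported blocked Vif-mediated A3F-eYFP degradation.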
# PI4K2A block = PI4K2A (human) kinase inhibition | purified PI4K2A, ADP-Glo luminescence, 1 h; hits give low values | activity change, negative = inhibition, % at 76.9 µM | AID 1346378 | actives 0.13% (n = 420,000); in the data active = activity change below about -50%; inconclusive = mostly about -30% to -49%;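 note: -100% = wells without enzyme as full effect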
#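 ADP-Glo luminescence measured ADP generated by PI4K2A enzyme (4 ug/mL before mixing) with 1.2 mM PI substrate (pre-mix) and 300 microM ATP (pre-mix). Tris pH7.5 buffer with MgCl2, Triton X-100; 1 h reaction at ambient temperature.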
# LDHA block = LDHA (human) enzyme inhibition; P00338; activity change, % (values are at about 110 or 230 µM); actives 0.15% (n = 480,000); purified LDHA, NADH/diaphorase-resazurin fluorescence; hits give low values; in the data active = activity change below about -30%; inconclusive = mostly about -25% to -30%;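 note: plate controls were DMSO wells for no effect and wells without enzyme for full effect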
#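 Human LDH5 (2 nM) was incubated with 0.06 mM NADH and 0.2 mM pyruvate for 5 min at room temperature in Tris pH 7.4. Remaining NADH was coupled through diaphorase/resazurin, and resorufin fluorescence was read at 0 and 20 min.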
# RXFP1 ag = agonists of human relaxin receptor RXFP1. Q9HBX9. HEK293T-RXFP1 cAMP TR-FRET, 30 min; response scale: percent of porcine relaxin response, buffer zero. Potency, µM (titrated, usually from 57.5 µM), for the others: at the top dose activation, actives largely listed as activators. actives 0.3% (n = 370,000). AID 2676; note: potency is the fitted concentration of half-maximal effect; % is set by controls: 0 for no effect and ±100 for the full control effect; nearly all actives have a fitted effect of over 60% in size; many of its hits are not listed in these tables
# Target sequence (Q9HBX9 whole entry, looked up): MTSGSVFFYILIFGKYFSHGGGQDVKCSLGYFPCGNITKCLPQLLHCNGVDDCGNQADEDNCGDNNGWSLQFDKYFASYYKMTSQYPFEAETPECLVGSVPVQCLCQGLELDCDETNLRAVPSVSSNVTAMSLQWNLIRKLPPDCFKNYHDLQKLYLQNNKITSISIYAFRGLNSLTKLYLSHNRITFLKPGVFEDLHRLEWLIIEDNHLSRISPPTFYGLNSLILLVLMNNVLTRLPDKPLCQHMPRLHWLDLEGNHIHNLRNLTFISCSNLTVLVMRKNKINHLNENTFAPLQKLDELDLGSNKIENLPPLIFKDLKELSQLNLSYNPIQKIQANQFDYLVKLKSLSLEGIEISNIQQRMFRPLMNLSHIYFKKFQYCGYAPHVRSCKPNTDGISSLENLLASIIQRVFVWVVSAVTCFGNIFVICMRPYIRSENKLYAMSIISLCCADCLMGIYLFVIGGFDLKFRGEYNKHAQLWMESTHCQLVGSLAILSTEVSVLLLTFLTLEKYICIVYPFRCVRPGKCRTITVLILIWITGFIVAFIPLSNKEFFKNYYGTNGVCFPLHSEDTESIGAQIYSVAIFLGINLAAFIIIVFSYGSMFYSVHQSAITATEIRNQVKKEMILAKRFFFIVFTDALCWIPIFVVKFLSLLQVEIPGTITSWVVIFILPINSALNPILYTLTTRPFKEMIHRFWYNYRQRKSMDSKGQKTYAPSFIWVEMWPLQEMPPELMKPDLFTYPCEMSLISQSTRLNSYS
#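 Agonist response is measured as cAMP accumulation in an RXFP1-transfected HEK293T line under PDE4 inhibition. Values are scaled between buffer-only and 29 nM porcine relaxin, and EC50s come from standard Hill equation fits.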
# Vif-A3G inh = Vif-A3G binding inhibition | AID 602310 | Q9HC16 | actives 0.076% (n = 410,000) | HeLa A3G-eYFP + Vif (tagged APOBEC3G with the HIV-1 protein that degrades it), YFP fluorescence, overnight | Potency, µM (doses to about 46.1 µM), for inactives: top-dose activity, negative = active, actives largely listed as inhibitors;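 note: potency is the fitted concentration of half-maximal effect; % is set by controls: 0 for no effect and ±100 for the full control effect; nearly all actives have a fitted effect of over 60% in size; hits raise eYFP signal because A3G escapes Vif-driven loss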
#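 Read-out is eYFP fluorescence (Ex 488/Em 500-530) from Vif-expressing HeLa A3G-eYFP cells; more signal means A3G escaped Vif-mediated degradation. Cells plated overnight, compound pinned in, incubated overnight at 37 deg C.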
# USP1 inh = blocks the human USP1/UAF1 deubiquitinase complex; Potency, µM (series often up to 57.1 µM), without a hit: top-dose activity change, negative = inhibition, actives largely listed as inhibitors; recombinant USP1/UAF1, Ub-Rhodamine cleavage fluorescence; actives 0.23% (n = 390,000); O94782; note: potency is the fitted concentration of half-maximal effect; % is set by controls: 0 for no effect and ±100 for the full control effect; nearly all actives have a fitted effect of over 60% in size; inactives centre near -12
#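 Step one: compound is pinned into 1nM USP1/UAF1 in HEPES pH 7.8 buffer with TCEP. Step two: 15 min room-temperature incubation. Step three: Ub-Rho (150nM final) starts cleavage, tracked by fluorescence over six one-minute reads.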
# IDH1 R132H inh = inhibitors of human mutant IDH1 R132H. O75874. IDH1-R132H enzyme, NADPH consumption, diaphorase/resazurin fluorescence. Potency, µM (doses to about 76.6 µM), without a hit: at the top dose activity change, negative = inhibition, usual class: inhibitors. actives 0.093% (n = 390,000). AID 602179; note: potency is the fitted concentration of half-maximal effect; % is set by controls: 0 for no effect and ±100 for the full control effect; nearly all actives have a fitted effect of over 65% in size
#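 IDH1-R132H (0.5 ug/mL) preincubated 30 min with compound, then NADPH (0.016 mM) and alpha-KG (2 mM) added; 80 min at RT, pH 7.5. Remaining NADPH coupled via diaphorase/resazurin to fluorescence (540/590 nm); concentration-response curves normalized to no-enzyme control.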
# GRP78 ERSR act = induces the endoplasmic reticulum stress response in human glioma cells; U87-MG GRP78 promoter luciferase reporter, 16 h; Potency, µM, without a hit: top-dose activation, actives largely listed as activators; actives 0.02% (n = 420,000); note: potency is the fitted concentration of half-maximal effect; series mostly up to about 76 µM; % of control where 0% means no effect; nearly all actives have a fitted effect of over 35% in size
#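 Stably transfected U87-MG human glioma cells carrying a GRP78-based luminescent sensor were seeded at 1000 cells/well, pin-dosed with compounds and incubated 16 h. Luciferase reagent was then added, and end-point luminescence was read after 10 min at room temperature.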
# TrxR1 substrate = rat thioredoxin reductase 1 substrate activity | AID 588456 | Potency, µM (top dose mostly 114 µM), without a hit: top-dose activity change, negative = substrate turnover | purified TrxR1 substrate turnover, NADPH consumption readout | actives 0.01% (n = 390,000) | O89049; note: potency is the fitted concentration of half-maximal effect; % is set by controls: 0 for no effect and ±100 for the full control effect; nearly all actives have a fitted effect of over 50% in size
#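 Rat TrxR1, dispensed at 90 nM, was prereduced with 400 uM NADPH (final) for 5 min at ~22 deg C, then incubated with compound 15 min before 400 uM selenite. A first-read NADPH fluorescence drop versus no-compound background flagged substrates.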
# * = called active by the depositor; ? = inconclusive; . = no result given; & = joins results of further samples; [ ] = another dose, or the depositor's remark. Unless noted, calls come from the whole dose curve; as a rule, active = well fitted curve in the direction sought with a large enough effect; inconclusive = small, poorly fitted or top-dose-only effect, or another doubt; inactive = no such curve, though single readings can be large; an effect the other way counts as inactive or inconclusive. An excerpt; rates above refer to the full screens.
SMILES,Vif-APOBEC3F blk,PI4K2A block,LDHA block,RXFP1 ag,Vif-A3G inh,USP1 inh,IDH1 R132H inh,GRP78 ERSR act,TrxR1 substrate
Cn1cc(S(=O)(=O)N2CCN(C(=O)c3ccco3)CC2)c(=O)n(C)c1=O,1%,7,-2,0.3%,0%,-12%,9%,-3%,3%[57.1 µM]
O=C(O)CCCCCn1c(SCC(=O)Nc2ccc(F)cc2)nc2ccsc2c1=O,9%,-2,-11,0.7%,2%,-8%,-2%,-2%,-5%
COc1ccc(Cl)cc1NC(=O)Cn1c(=O)n(Cc2ccc(F)cc2)c(=O)c2cccnc21,-2%,0,-20,-0.7%,-7%,-3%,-8%,-2%,11%
COc1ccc(C2=NS(=O)(=O)N(C)C(C(=O)N3CCOCC3)=C2)cc1OC,-6%,-3,2,1.9%,1%,-17%,-7%,0%,-5%[57.1 µM]
Cc1ccc(S(=O)(=O)N2CCCCC2)cc1NC(=O)COC(=O)Cc1ccc(Cl)cc1,5%,-2,-4,0.5%,-1%,-1%,0%,-2%,1%[57.1 µM]
Cc1ccc(C(=O)Nc2c(N)nc(SCC(=O)Nc3cc(C)on3)[nH]c2=O)cc1,-15%,-3,-8,2.8%,0%,-7%,-3%,-5%,-5%
COc1ccc(-c2cc(C(=O)Nc3cc(OC)c(OC)c(OC)c3)no2)cc1OC,-8%,0,9,2.7%,-14%,-6%,4%,-4%,-1%
Cc1ccc(NC(=O)CNNC(=O)c2cccc([N+](=O)[O-])c2)cc1[N+](=O)[O-],4%,5,-9,.,2%,4%,0%,-3%,-4%
Clc1cccc(CSc2ccc(-c3cccnc3)nn2)c1,0%,1,-4,-0.5%,0%,-12%,9%,15%,-5%
COc1ccc(-n2nc(C(=O)Nc3ccc(C)cn3)c3c4ccccc4n(C)c3c2=O)cc1,.,1,-9,4.3%,.,?,.,.,0%
O=C(Oc1cc(-c2ccccc2)no1)c1ccc(Cl)cc1,-8%,-6,-7,-0.1%,3%,-3%,2%,-4%,-9%
CCCCCCNc1nc(Cl)nc(NC(C)(C)CO)n1,7%,-6,-1,0.4%,-1%,-10%,6%,-1%,-9%[57.1 µM]
CC(=O)c1ccc(N2CCN(C(=S)Nc3ccc(Cl)c(Cl)c3)CC2)cc1,1%,1,-2,14%,-4%,-18%,0%,-2%,-3%[57.1 µM]
COc1nc(-c2ccccc2)nc(-c2ccccc2)c1C,-4%,4,3,.,-16%,-1%,11%,-4%,-11%[57.1 µM]
CC(C)(C)C(=O)Nc1cccc(C(=O)OCc2cc(=O)n3nc(C4CC4)sc3n2)c1,2%,2,-3,6.9%,-5%,-9%,-5%,-2%,3%[57.1 µM]
N#Cc1c(-c2ccccc2)cc(-c2ccc3c(c2)OCO3)[nH]c1=O,0%,0,-3,4.5%,0%,-18%,4%,-2%,56%[activator]
Cn1c(CNC(=O)c2ccccc2F)nnc1SCC(=O)c1ccccc1,-5%,-2,-8,0.1%,1%,-8%,-1%,-4%,-3%
Cc1ccc(N2CC(NC(=O)Cc3cccs3)CC2=O)cc1 (centres undefined),-1%,-20,-1,0.4%,-1%,-15%,10%,-1%,4%[57.1 µM]
Cc1cccc(C(=O)O/N=C2\CCSc3ccc(C)cc32)c1,4%,2,-11,-0.3%,-1%,-16%,7%,1%,6%
O=C(Nc1cc(=O)[nH]c2nc(-c3ccc(Cl)cc3)nn12)c1ccccc1,-2%,8,-9,0.6%,0%,0%,0%,-3%,0%
Cc1cc(OC(=O)Nc2ccccc2)ccc1Cl,1%,-4,-7,.,5%,-29%,-1%,-5%,.
CCOC(=O)c1ccccc1NC(=O)c1cc2ccccc2o1,3%,4,-6,5.8%,-7%,-18%,1%,-2%,6%
CCN(C(=O)CN1C(=O)S/C(=C\c2cccc(OC)c2)C1=O)C1CCS(=O)(=O)C1 (centres undefined),3%,-8,-1,0.6%,3%,-24%,1%,-1%,-7%
CC1(C)CCC2=C(O1)c1ccccc1C(=O)C2=O,.,-52*,18,.,-7%,.,.,-13%&-12%&-12%,18µM*
CC1(C)C=C2C(=NN(c3ccccc3)C(N)=C2C#N)CO1,-1%,-18,7,1.2%,0%,4.5µM*,-2%,-2%,-21%
O=C1CC(N(O)C2CC(=O)N(Cc3ccccc3)C2=O)C(=O)N1Cc1ccccc1 (centres undefined),-4%,12,0,-0.3%,1%,1%,3%,-3%,10%[57.1 µM]
COc1ccccc1C(=O)Nc1ccc(OCc2cc(=O)n3ccc(C)cc3n2)cc1,5%,-3,4,5.5%,6%,-10%,0%,-4%,2%[57.1 µM]
Cn1nc(C(F)(F)F)c(/C=N/OC(=O)c2ccccc2Cl)c1SCc1ccccc1Cl,-2%,1,-9,1.7%,3%,-22%,-5%,?,-2%
COc1ccccc1Nc1nc(-c2c(C)nc3ncccn23)cs1,17%,0,1,1.5%,?,-18%,-11%,-6%,4%
CC(=O)Nc1ccc(NC(=O)C2(C)Cc3c(-c4cccc(NC(C)=O)c4)ccnc3O2)cc1 (centres undefined),.,2,-12,.,-2%,.,.,0%,.
Cc1nn(Cc2ccccc2)c(C)c1NC(=O)CSc1nnc(-c2cc(Cl)ccc2O)n1C,-2%,2,-1,-1.6%,1%,-5%,0%,-2%,11%
Cn1cnc(S(=O)(=O)N2CCN(c3ccc(F)cc3)CC2)c1,9%,4,-7,0.9%,-2%,-9%,-7%,-2%,-4%
CCOc1ccc(N2CC(C(=O)NCc3nnnn3-c3ccc(C)c(C)c3)CC2=O)cc1 (centres undefined),-9%&-4%,-5&3,-2&-9,0.8%&1.1%,1%&0%,-10%&-6%,1%&-4%,-6%&-3%,-4%
COc1cccc(C(C)(O)c2nc(-c3ccc(OC)c(OC)c3)cs2)c1 (centres undefined),.,-5,-2,.,-2%,.,.,5%,.
O=C(CSc1ncnc2scc(-c3ccccc3)c12)N1CCN(c2ccccc2F)CC1,4%,2,-4,9.2%,-2%,-17%,-7%,-7%,6%
O=C(COC(=O)c1ccccc1)Nc1cccc(S(=O)(=O)N2CCOCC2)c1,-20%,-3,1,6.3%,3%,-23%,8%,-2%,15%
COc1ccc(C(=O)NCC(=O)OCC(=O)c2c(C)[nH]c3ccccc23)cc1OC,2%,6,-9,.,-1%,-13%,-11%,-1%,-2%
Cc1ccc(OC(C)C(=O)OCC(=O)Nc2sccc2C(N)=O)cc1 (centres undefined),0%,8,3,.,-13%,-18%,1%,-1%,-11%
CCC(Cc1ccccc1)NC(=O)C1CCN(c2nn3c(=O)cc(C)nc3s2)CC1 (centres undefined),11%,-1,-8,14%,0%,4%,7%,-2%,-3%
Cc1cc(C)nc(Sc2ccc(/C=C(\C#N)C(=O)Nc3ccccc3)o2)n1,-14%,3,-1,1.0%,-1%,-9%,-4%,4%,-7%

# Compounds listed so far containing an aryl thioether with sulfur outside any ring:
SMILES,Vif-APOBEC3F blk,PI4K2A block,LDHA block,RXFP1 ag,Vif-A3G inh,USP1 inh,IDH1 R132H inh,GRP78 ERSR act,TrxR1 substrate
O=C(O)CCCCCn1c(SCC(=O)Nc2ccc(F)cc2)nc2ccsc2c1=O,9%,-2,-11,0.7%,2%,-8%,-2%,-2%,-5%
Cc1ccc(C(=O)Nc2c(N)nc(SCC(=O)Nc3cc(C)on3)[nH]c2=O)cc1,-15%,-3,-8,2.8%,0%,-7%,-3%,-5%,-5%
Clc1cccc(CSc2ccc(-c3cccnc3)nn2)c1,0%,1,-4,-0.5%,0%,-12%,9%,15%,-5%
Cn1c(CNC(=O)c2ccccc2F)nnc1SCC(=O)c1ccccc1,-5%,-2,-8,0.1%,1%,-8%,-1%,-4%,-3%
Cn1nc(C(F)(F)F)c(/C=N/OC(=O)c2ccccc2Cl)c1SCc1ccccc1Cl,-2%,1,-9,1.7%,3%,-22%,-5%,?,-2%
Cc1nn(Cc2ccccc2)c(C)c1NC(=O)CSc1nnc(-c2cc(Cl)ccc2O)n1C,-2%,2,-1,-1.6%,1%,-5%,0%,-2%,11%
O=C(CSc1ncnc2scc(-c3ccccc3)c12)N1CCN(c2ccccc2F)CC1,4%,2,-4,9.2%,-2%,-17%,-7%,-7%,6%
Cc1cc(C)nc(Sc2ccc(/C=C(\C#N)C(=O)Nc3ccccc3)o2)n1,-14%,3,-1,1.0%,-1%,-9%,-4%,4%,-7%
